Screening results deposited in PubChem BioAssay by Broad Institute.
CD40 NFkB inh = CD40 pathway inhibition in BL2 cells. BL2 NF-kB luciferase reporter, CD40L-induced, 4 h. inhibition, % at 10 µM. 83,000 tested, 0.94% active. AID 1053188;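 active = mean inhibition of at least 50% with a set share of replicates also reaching that level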;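 also: 0% = neutral control wells and 100% = IKK inhibitor VII at 50 µM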
Numbers without * were called inactive; [ ] = dose if it differs, or a comment.

SMILES	CD40 NFkB inh
CCOC(=O)C1CCCN(C(=O)c2ccco2)C1 (configuration not stated)	-0.5
CCOc1ccc(NC(=O)CN(C)C(=O)CN2C(=O)NC3(CCCC3)C2=O)cc1OCC	4.8
COC(=O)C[C@@H]1C[C@@H]2c3cc(NC(=O)Nc4ccccc4)ccc3O[C@@H]2[C@H](CO)O1	7.4[25 µM]
CCOC(=O)c1c(NC(=O)c2ccno2)c2cc([N+](=O)[O-])ccc2n1C	-2.6
C/C(=N\OC(=O)c1ccccc1)c1cc(-c2ccc(Cl)cc2)no1	-30.5
CC(=O)Oc1ccccc1C1C[C@]2(C)CC(=O)NC2N1C(C)=O (some centres not stated)	15.3
COc1ccc([C@@H]2CC=CC[C@@H](C)Oc3ccccc3C(=O)N(C)[C@@H](C(C)C)C(=O)N2)c(OC)c1 (mixture of isomers)	13.3[25 µM]
O=C(NCc1ccccc1)c1csc(-c2cccnc2)n1	-2.4
Cc1c(N2C(=O)CS/C2=N\N=C\c2ccccc2O)c(=O)n(-c2ccccc2)n1C	-26.2
O=C(NCC[C@@H]1CC[C@@H](NC(=O)C2CCCC2)[C@@H](CO)O1)c1cnccn1	-5.4
CN(C)CCNc1nc(Oc2ccccc2)c2sccc2n1	7.5
CS(=O)(=O)N1[C@@H](CO)[C@@H](c2ccccc2)C12CN(C(=O)c1ccccc1F)C2	-7.2[25 µM]
O=C(COc1cccc(Cl)c1)N/N=C\c1cc2ccccc2nc1Cl	-6.7
CO[C@H]1CN(C)C(=O)c2ccc(NC(=O)C3CCCC3)cc2OC[C@H](C)NC[C@@H]1C	-8.3
O=C(O)c1ccccc1NS(=O)(=O)c1cccc(N=Nc2c(O)[nH]c(=S)[nH]c2=O)c1	4.8
CCC(=O)N1[C@@H](CO)[C@@H](c2ccc(C3=CCCC3)cc2)[C@@H]1CNC(=O)CN(C)C	2.8
Cc1cc(C)cc(NC(=O)COC(=O)COc2cccc3c2OC(C)(C)C3)c1	-2.4
CCOc1ccccc1CN1C(=O)NC(C)(c2ccccc2)C1=O (configuration not stated)	7.8
c1ccc(-c2nnsc2Sc2ccccn2)cc1	-48.6
CCCNC(=O)NC[C@H]1[C@H](c2ccc(C3=CCCC3)cc2)[C@H](CO)N1C(=O)CC	-2.9[25 µM]
CC(=O)N1CCN(C(=O)c2ccc(Cl)c(S(=O)(=O)N3CCCC3)c2)CC1	3.6
Cc1cc(Cl)ccc1OCC(=O)NNC(=O)C1CSC2(C)CCC(=O)N12 (configuration not stated)	3.8
Cc1c(-n2cc(C(=O)c3cc(Cl)ccc3O)cc(C#N)c2=O)c(=O)n(-c2ccccc2)n1C	-0.9
CCOC(=O)C1(Cc2cccc(OC)c2)CCN(Cc2ccon2)CC1	1.1
Cc1ccc(S(=O)(=O)N(C)C[C@@H]2OCCCC[C@H](C)Oc3ccc(NS(=O)(=O)c4ccc(F)cc4)cc3C(=O)N([C@@H](C)CO)C[C@H]2C)cc1	6.9
COc1ccc2c3c(n(C)c2c1)[C@H](CO)N(Cc1nccs1)CC31CCN(C(=O)CN(C)C)CC1	-3.2[25 µM]
C=CCN1C(=O)c2ccc(C(=O)OCC(=O)Nc3ccc(S(N)(=O)=O)cc3)cc2C1=O	3.9
O=S(=O)(c1ccccc1)N1CCCCN2[C@H](C1)[C@H](c1ccc(C#CC3CCCC3)cc1)[C@@H]2CO	38.1[25 µM]
CC(C)C1CC(CCNCc2ccc3c(c2)OCO3)(c2ccccc2)CCO1 (configuration not stated)	9.7
CCOC(=O)/C(C#N)=C/c1cn(CCC(=O)O)nc1-c1ccc(OC)cc1	9.4
CCn1nc(C(=O)Nc2ccccc2N2CCCC2)c2ccccc2c1=O	18.0
CCNC(=O)C12CCC(C)(C(=O)O1)C2(C)C (configuration not stated)	8.6
CC(C)NC(=O)N(C)C[C@H]1OCc2ccccc2-c2ccccc2C(=O)N([C@H](C)CO)C[C@@H]1C	-5.5
C[C@@H]1CN([C@H](C)CO)C(=O)c2cc(-c3cncnc3)cnc2O[C@@H]1CN(C)Cc1ccncc1	-11.2[25 µM]
CS(=O)(=O)c1ccc(C(=O)CN2C(=O)NC3(CCCc4ccccc43)C2=O)cc1 (configuration not stated)	6.4
Cc1cc(CN(C)Cc2cn(C)nc2-c2ccc(Oc3ccccc3)cc2)on1	2.0
CCOC(=O)c1ccc(NC(=S)Nc2ccc(Cl)cn2)cc1	1.7
COc1ccc(CN(C)C[C@H]2Oc3ccc(NC(=O)Nc4c(C)noc4C)cc3C(=O)N([C@H](C)CO)C[C@@H]2C)cc1	2.2[25 µM]
COCC(=O)Nc1ccc2c(c1)C(=O)N(C)C[C@@H](OC)[C@@H](C)CN(CCc1ccccc1)[C@@H](C)CO2	2.9[25 µM]
O=C(c1ccccc1)N1C[C@H]2[C@@H](c3ccccc31)[C@@H](CO)N2S(=O)(=O)c1ccccc1	7.3[25 µM]
Cc1ccccc1C1CCCN(Cc2nc(CC3CC3)no2)C1 (configuration not stated)	11.8
O=C(Nc1ccc(Cl)cc1)N1C[C@@H]2[C@H](c3ccccc31)[C@@H](CO)N2CC1CCCCC1	38.4[25 µM]
CC(=O)N1[C@H](CO)[C@H](c2ccc(C3=CCCC3)cc2)[C@H]1CNC(=O)CN(C)C	-2.7
CO[C@H]1CN(C)C(=O)c2cc(NC(=O)NC3CCCCC3)ccc2OC[C@@H](C)N(CC2CC2)C[C@H]1C	6.4
CCC(=O)N1C[C@@H](O)COC[C@@H]2O[C@@H](CC(=O)NCc3ccc(Oc4ccccc4)cc3)CC[C@H]21	-5.1[25 µM]
COc1ccc(S(=O)(=O)N2CCC3(CC2)OCCN3S(=O)(=O)c2c(C)cc(C)cc2C)cc1	1.5
O=C(CN1CCN(CC(=O)Nc2ccccc2Cl)CC1)NCC1(N2CCOCC2)CCCCC1	2.0
COc1ccc(CC(NC(C)=O)C(=O)NC2CCN(c3nnnn3-c3ccccc3)CC2)cc1OC (configuration not stated)	8.8
O=C1SC(Cc2ccccc2)C(=O)N1c1ccccc1 (configuration not stated)	-1.8
O=C(c1cnccn1)N1CC[C@H]2[C@H](CO)Nc3ccc(-c4ccccc4F)cc3[C@H]21	-36.5[25 µM]

Following part.
SMILES	CD40 NFkB inh
O=C(NNC(=O)c1ccc(Cl)cc1Cl)c1ccc2ccccc2c1	1.1
C[C@@H]1CN([C@@H](C)CO)C(=O)c2cc(NS(=O)(=O)c3cn(C)cn3)ccc2O[C@@H](C)CCCCO[C@@H]1CN(C)Cc1ccc2c(c1)OCO2	-9.8[25 µM]
O=C(c1cc(-c2cccs2)on1)N1CCCCC1	-45.2
CCCCCn1c(CNC(=O)CCC)nc2ccccc21	17.5
O=C(c1cc2c(s1)-c1ccccc1S(=O)(=O)C2)N1CCN(Cc2ccccc2)CC1	-1.7
COc1ccccc1CN1CC(C(=O)N(C)Cc2ccncc2C)CCC1=O (configuration not stated)	-2.0
COc1cccc(CNC(=O)CN2C(=O)NC(Cc3ccccc3)(c3ccccc3)C2=O)c1 (configuration not stated)	0.3
C[C@H](NC(=O)c1ccccc1Cl)C(=O)NCc1cccs1	4.2
O=C(NCc1ccco1)c1ccc2ccccc2n1	-13.9
Nc1nnn(Cc2ccccc2)n1	13.0
COc1cccc(C#Cc2ccc([C@@H]3[C@H](C#N)N(C(=O)C4CCCC4)[C@H]3CO)cc2)c1	-8.6
COc1cccc(NC(=O)C(C#N)Cc2ccncc2)c1 (configuration not stated)	8.7
CCNC(=O)c1sc(=S)n(-c2ccc(C)cc2)c1N	-15.0
Cc1ccc(C)c(S(=O)(=O)Nc2ccc(-n3cnnn3)cc2)c1	6.8
O=C(Nc1nc(-c2ccccn2)cs1)c1cccc(S(=O)(=O)N2CCOCC2)c1	12.9
CC1(c2ccc([N+](=O)[O-])cc2)CC(C)(C)N(C(=O)c2ccccc2)c2ccccc21 (configuration not stated)	26.5
CCCNC(=O)N1[C@H](CO)[C@H](c2ccc(C3=CCCC3)cc2)[C@@H]1C#N	2.6
C[C@@H]1CN([C@@H](C)CO)S(=O)(=O)c2ccc(C#Cc3cccc(F)c3)cc2O[C@@H]1CN(C)S(=O)(=O)c1cn(C)cn1	27.1[25 µM]
N#C[C@@H]1[C@@H](c2ccccc2-c2ccccc2F)[C@H](CO)N1C(=O)C1CCOCC1	-11.6[25 µM]
CC(C)(Oc1ccc(Cl)cc1)C(=O)OCC(=O)N1CCN(c2ccccc2)CC1	5.3
COc1ccccc1NC(=O)C[C@H]1CC[C@H]2[C@@H](COc3ccc(NS(C)(=O)=O)cc3C(=O)N2C)O1	-6.6[25 µM]
O=C(Nc1ccc2ccccc2c1)N1CCCN(CCOc2ccccc2)CC1	2.8
O=C(Cc1ccncc1)Nc1ccc2c(c1)[C@H]1C[C@@H](CC(=O)NC3CCCC3)O[C@H](CO)[C@H]1O2	-2.1
COCCNC(=O)Cn1nc(C(F)(F)F)c(Br)c1C	8.4
CCOC(=O)CN1C(=O)NC2(CCCc3ccccc32)C1=O (configuration not stated)	4.6
CC(=O)N1CSCC1C(=O)NNS(=O)(=O)c1cccc(C(F)(F)F)c1 (configuration not stated)	8.9
CCNC(=O)N1C(CC(=O)OCC)C(=O)NC2CCCCC21 (configuration not stated)	-7.2
Cc1ccc(NC(=O)CN(C)S(=O)(=O)c2cccc3cccnc23)cc1	-2.9
COc1ccc(-n2nc3c(c2NC(=O)C24CC5CC(CC(C5)C2)C4)CS(=O)C3)cc1 (configuration not stated)	3.2
COc1cccc2c1C(=O)c1c(O)c3c(c(O)c1C2=O)C[C@@](O)(C(C)=O)C[C@@H]3OC1CC(N)C(O)C(C)O1 (some centres not stated)	87.2*[25 µM]

Structures listed so far printed as active in CD40 NFkB inh:
SMILES	CD40 NFkB inh
COc1cccc2c1C(=O)c1c(O)c3c(c(O)c1C2=O)C[C@@](O)(C(C)=O)C[C@@H]3OC1CC(N)C(O)C(C)O1 (some centres not stated)	87.2*[25 µM]

(listing goes on)
SMILES	CD40 NFkB inh
CCOC(=O)C1C(=O)OC2(CCOC(C)(C)C2)C1C(=O)OCC (configuration not stated)	2.9
CC(C)(C)C(=O)CN1C(=O)NC(C)(Cc2ccc3c(c2)OCO3)C1=O (configuration not stated)	2.6
COC(=O)c1cc(F)c(-n2cncn2)c(F)c1	7.4
Cc1noc(C)c1NC(=O)Nc1ccc2c(c1)C(=O)N([C@H](C)CO)C[C@H](C)[C@@H](CN(C)Cc1ccc3c(c1)OCO3)OCCCC[C@H](C)O2	-7.7[25 µM]
COCCN(C(=O)C1CC(=O)N(Cc2ccc(C)cc2)C1)c1c(N)n(CC(C)C)c(=O)[nH]c1=O (configuration not stated)	0.7
Oc1c(CN2CCOCC2)cc(-c2ccccc2)cc1CN1CCOCC1	-7.2
O=C(O)CC(CC(=O)Nc1ccc(-n2ccc(C(F)(F)F)n2)cc1)c1ccccc1 (configuration not stated)	4.1
O=C1COc2ccc(C(=O)COC(=O)CNS(=O)(=O)c3cccc(F)c3)cc2N1	7.5
CC(C)(C)n1ncc2c(=O)n(CC(=O)N3CCCCCC3)cnc21	-8.8
COc1ccc(NC(=S)Nc2cccc(C(C)=O)c2)cc1OC	-27.5
Fc1ccc(-n2ncc3c(SCc4cccnc4)ncnc32)cc1	-96.9
Cn1cccc1C1CCCN1CC(=O)Nc1c(Cl)cc(Cl)cc1Cl (configuration not stated)	0.7
CCc1c(C)nc2c(C)cccc2c1SCCC#N	9.7
COc1ccc(CNC(=O)c2ccc(-c3cnn(C)c3)c3ccoc23)cc1OC	-37.5
CC(C)NCC(O)COc1ccc2c(c1)CCC2 (configuration not stated)	8.8
CC=Cc1ccc2n(c1=O)C[C@H]1[C@H](CO)[C@@H](C(=O)N3CCOCC3)N(Cc3ccccc3)[C@@H]21 (mixture of isomers)	7.4[25 µM]
COc1ccc(-c2ccccc2[C@H]2[C@@H](C#N)N(C(=O)C3CCCCC3)[C@H]2CO)cc1	-11.1[25 µM]
CCCOc1nc2c(c(=O)n(C)c(=O)n2C)n1CCC	9.9
CC(C)CNS(=O)(=O)c1ccc2c(c1)OCCO2	1.4
Cc1cccc2c1nc(-c1ccccc1)n1nnnc21	-15.3

Arranged by the number under CD40 NFkB inh (high to low): some entries from above.
Molecule	CD40 NFkB inh
CCNC(=O)C12CCC(C)(C(=O)O1)C2(C)C (configuration not stated)	8.6
Cc1ccc(S(=O)(=O)N(C)C[C@@H]2OCCCC[C@H](C)Oc3ccc(NS(=O)(=O)c4ccc(F)cc4)cc3C(=O)N([C@@H](C)CO)C[C@H]2C)cc1	6.9
Cc1ccc(C)c(S(=O)(=O)Nc2ccc(-n3cnnn3)cc2)c1	6.8
Cc1ccc(NC(=O)CN(C)S(=O)(=O)c2cccc3cccnc23)cc1	-2.9
O=C(COc1cccc(Cl)c1)N/N=C\c1cc2ccccc2nc1Cl	-6.7
COc1ccc(CNC(=O)c2ccc(-c3cnn(C)c3)c3ccoc23)cc1OC	-37.5

The results go on:
SMILES	CD40 NFkB inh
O=C(O)c1ccc(S(=O)(=O)N(Cc2cccs2)CC2CCCO2)cc1 (configuration not stated)	6.5
CNC(=O)c1c(NC(=O)C2=COCCO2)sc(C)c1C	-0.6
CCc1c(N)nc(N)nc1Nc1ccccc1Cl	22.3
CCN(CC(=O)NC(C)C)C(=O)C(CCSC)NC(=O)c1ccccc1OC (configuration not stated)	1.0
Cc1ccc(N2CC(NC(=O)C(=O)c3c(C)[nH]c4ccccc34)CC2=O)cc1C (configuration not stated)	9.6

In the list so far, these have a cyano group.
SMILES	CD40 NFkB inh
Cc1c(-n2cc(C(=O)c3cc(Cl)ccc3O)cc(C#N)c2=O)c(=O)n(-c2ccccc2)n1C	-0.9
CCOC(=O)/C(C#N)=C/c1cn(CCC(=O)O)nc1-c1ccc(OC)cc1	9.4
COc1cccc(C#Cc2ccc([C@@H]3[C@H](C#N)N(C(=O)C4CCCC4)[C@H]3CO)cc2)c1	-8.6
COc1cccc(NC(=O)C(C#N)Cc2ccncc2)c1 (configuration not stated)	8.7
CCCNC(=O)N1[C@H](CO)[C@H](c2ccc(C3=CCCC3)cc2)[C@@H]1C#N	2.6
N#C[C@@H]1[C@@H](c2ccccc2-c2ccccc2F)[C@H](CO)N1C(=O)C1CCOCC1	-11.6[25 µM]
CCc1c(C)nc2c(C)cccc2c1SCCC#N	9.7
COc1ccc(-c2ccccc2[C@H]2[C@@H](C#N)N(C(=O)C3CCCCC3)[C@H]2CO)cc1	-11.1[25 µM]

These rows are one share of the data; rates above refer to the full screens.
